Screening results: PubChem, several laboratories
Kir21 block – inhibitors of mouse Kir2.1 inward-rectifier potassium channel; HEK293-Kir2.1, FluxOR thallium flux fluorescence; hits give low values; B-score at 10 µM; 0.85% of 310,000 active; AID 1672, 2009;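 active means fluorescence ratio B-score at or below minus 3 SD of library scores, with starting-brightness B-score within 2 SD, cut at about -4.2 in these data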;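 further: channel flux triggered by added potassium and thallium sulfate stimulus; B-score of peak minus minimum fluorescence over baseline after thallium stimulus; more negative B-score means stronger Kir2.1 block with less thallium influx; some compounds called inactive have numbers as strong as hits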
Target sequence (P35561 whole entry, looked up): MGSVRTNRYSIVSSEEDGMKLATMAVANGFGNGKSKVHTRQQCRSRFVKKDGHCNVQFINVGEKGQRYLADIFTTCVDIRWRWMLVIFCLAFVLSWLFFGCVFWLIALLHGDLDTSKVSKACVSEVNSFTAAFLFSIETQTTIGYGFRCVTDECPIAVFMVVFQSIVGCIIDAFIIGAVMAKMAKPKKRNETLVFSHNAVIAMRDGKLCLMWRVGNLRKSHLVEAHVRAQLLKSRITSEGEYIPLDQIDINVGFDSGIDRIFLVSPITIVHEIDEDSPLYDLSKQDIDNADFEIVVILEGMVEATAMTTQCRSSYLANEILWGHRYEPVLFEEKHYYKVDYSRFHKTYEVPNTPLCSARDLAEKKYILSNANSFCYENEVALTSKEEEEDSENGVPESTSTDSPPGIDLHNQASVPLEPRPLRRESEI
KCNQ2 block – KCNQ2 potassium channel inhibitors, primary screen, cell-based, CHO-K1, FluxOR thallium flux, B-score (AID 2156). 1.1% of 310,000 active. B-score at 10 µM. Potassium voltage-gated channel subfamily KQT member 2 (Rattus norvegicus), O88943. 20 min; hits give low values;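 active means fluorescence ratio B-score at most minus 3 library SDs, with starting brightness B-score within 2 library SDs, cut at about -5.5 in these data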
STK33 inh – inhibitors of purified STK33 kinase, primary screen, biochemical, ADP-Glo luminescence, homogeneous, cell-free; Serine/threonine-protein kinase 33 (Homo sapiens), Q9BYT3; MBP phosphorylation; inhibition, % at 10 µM; 0.073% of 320,000 active; AID 2661, 2010;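 active means inhibition at or above 25%, using the most active replicate where run in duplicate; inactive means inhibition below 25%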
Target sequence (Q9BYT3 whole entry, looked up): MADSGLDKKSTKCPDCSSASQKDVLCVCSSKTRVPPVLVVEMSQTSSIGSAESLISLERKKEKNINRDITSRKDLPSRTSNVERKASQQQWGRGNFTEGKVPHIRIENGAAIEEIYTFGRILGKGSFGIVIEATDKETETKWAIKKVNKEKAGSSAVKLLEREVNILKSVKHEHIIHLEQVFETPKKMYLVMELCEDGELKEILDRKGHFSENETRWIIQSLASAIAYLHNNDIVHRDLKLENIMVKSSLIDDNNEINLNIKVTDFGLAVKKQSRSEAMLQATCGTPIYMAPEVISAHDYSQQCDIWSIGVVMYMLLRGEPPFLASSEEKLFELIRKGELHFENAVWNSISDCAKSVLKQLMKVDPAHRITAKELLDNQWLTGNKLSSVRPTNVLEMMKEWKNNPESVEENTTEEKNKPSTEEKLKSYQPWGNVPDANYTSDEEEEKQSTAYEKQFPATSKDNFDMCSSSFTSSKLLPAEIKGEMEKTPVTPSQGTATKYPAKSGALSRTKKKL
Numbers without * were called inactive; i = inactive; x = no result given.

SMILES | Kir21 block | KCNQ2 block | STK33 inh
O=C(CNC(=O)c1ccc(Br)cc1)N=Nc1c(O)[nH]c2ccc([N+](=O)[O-])cc12 | -0.03 | i | -2.2
O=C(CC1NCCNC1=O)Nc1ccc2c(c1)OCO2 (stereo not given) | 0.58 | i | -0.3
FC(F)(F)c1ccccc1NC(=S)N1CCN(Cc2ccc3c(c2)OCO3)CC1 | 0.02 | i | 0.4
Cc1ccc(S(=O)(=O)NC2CCCCC2)c2nsnc12 | -0.01 | i | -0.6
COc1ccccc1Nc1nc2ccccc2n2cnnc12 | 1.1 | i | 0.2
Cc1ccc(-n2c(=O)[nH]c3c(C(N)=O)nc(C(C)C)nc32)cc1 | -2.3 | i | 1.7
O=C(OCC(O)COc1ccccc1)c1ccc([N+](=O)[O-])cc1 (stereo not given) | 1.1 | i | 0.9
CC1CCC(C(C)C)C(OC(=O)CSc2nccc(=O)[nH]2)C1 (stereo not given) | -1.3 | i | -1.6
CCN1C(=O)[C@@H]2[C@H](C1=O)[C@@H]1C(=O)Nc3ccccc3C(=O)N1[C@@H]2c1cccc(Cl)c1 | 0.18 | i | -0.6
Cc1[nH]c(=O)[nH]c(=O)c1S(=O)(=O)N1CCCc2ccccc21 | 1.5 | i | 0.8
Cc1sc2nc(C(C)C)nc(SCC(=O)N3CCN(C(=O)c4ccco4)CC3)c2c1C | -0.21 | i | 1.1
O=C(COc1ccccc1Br)N1CCN(c2ccccc2)CC1 | -0.86 | i | -1.8
N#C/C(=C(/O)CN1CCN(c2ccccc2F)CC1)c1nc(-c2ccc(Cl)cc2)cs1 | -2.1 | i | -7.0
Cc1sc[n+](CC(=O)c2ccc(Br)cc2)c1C | 0.44 | i | -0.6
COc1cc(NC(=O)Cn2c(=O)n(CC3CCCO3)c(=O)c3ccccc32)cc(OC)c1 (stereo not given) | 0.05 | i | -0.9
CN(C)S(=O)(=O)c1ccc(-n2cccc2)cc1 | 0.87 | i | -0.9
Cc1cc(C[n+]2ccccc2)c2nsnc2c1 | 1.4 | i | -2.7
CCOCCOC(=O)COC(=O)c1ccccc1NC(=O)c1ccccc1 | -1.8 | i | 1.1
CCN(CCCNC(=O)CNC(=O)c1nn(-c2ccc(OC)cc2)c(=O)c2ccccc12)c1cccc(C)c1 | -0.22 | i | 0.9
CC(C)=Cc1oc2ccc([N+](=O)[O-])cc2c1N1CCOCC1 | -1.3 | i | 7.9
C[C@H]1CCC2[C@](C)(CO)[C@@H](O)CC[C@]2(C)[C@@]12CCC(CO)(CCO)O2 (stereo not given in full) | -0.08 | i | 0.4
COc1cc(NC(=O)c2cc3nc(C4CC4)cc(C(F)(F)F)n3n2)c(OC)cc1Cl | -0.24 | i | -0.9
Cc1onc(-c2ccccc2)c1C(=O)N/N=C/C=C/c1ccccc1 | 0 | i | -1.3
CCC(=O)Nc1ccc2c(c1)nc(CN1CCN(C(C)=O)CC1)n2C | 0.34 | i | -0.9
COc1ccc(-c2[nH]ncc2CN(C)CC2CCCCO2)cc1F (stereo not given) | -0.23 | i | -0.8
CCCSc1nc(=S)n(Cc2ccccc2)c(C)c1C(C)=O | 1.5 | i | -1.6
COCCNc1cc(-c2ccccc2)nc2cc(-c3cccc(F)c3)nn12 | 0.13 | i | 0.3
O=c1[nH]c(/C(Cl)=C/c2cccc(C(F)(F)F)c2)nc2cc(Cl)ccc12 | 0.45 | i | x
O=[N+]([O-])c1ccccc1S(=O)(=O)Oc1ccc(/C=N/n2cnnc2)cc1 | 0.54 | i | 3.7
CC(NC(=O)CCC(=O)NC(C)C1COc2ccccc2O1)C1COc2ccccc2O1 (stereo not given) | 0.04 | i | 1.7

Profiles from above. Screens in order: Kir21 block | KCNQ2 block | STK33 inh
FC(F)(F)c1ccccc1NC(=S)N1CCN(Cc2ccc3c(c2)OCO3)CC1 as listed: 0.02 | i | 0.4
Cc1sc[n+](CC(=O)c2ccc(Br)cc2)c1C as listed: 0.44 | i | -0.6

The results go on.
SMILES | Kir21 block | KCNQ2 block | STK33 inh
Cc1nnsc1C(=O)NNC(=O)c1cccc2ccccc12 | -0.01 | i | -0.9
CSc1nc(N)nc(C2CC2)n1 | 0.42 | i | -0.2
O=C1CSC(c2ccc(Cl)cc2)N1C1CCCCC1 (stereo not given) | -6.1* | i | -4.9
COc1ccc(CNS(=O)(=O)c2ccc3c(c2)CCN3C(=O)C2CCC2)cc1 | 0.99 | i | 2.3
CCC1SC(CC)C(=O)N(CC(=O)Nc2ccc3c(c2)OCO3)C1=O (stereo not given) | 1.2 | i | 0.9
O=C(Nc1cccc(S(=O)(=O)N2CCCCC2)c1)C1CC(=O)N(c2ccc3c(c2)OCCO3)C1 (stereo not given) | 2.4 | i | -1.6
CCCC(=O)Nc1ccccc1NC(=O)c1ccc(OCC)c(OCC)c1 | -0.1 | i | -1.8
CCOC(=O)C1CCCN(C(=O)CCCn2nc(C)n3c(cc4sccc43)c2=O)C1 (stereo not given) | -0.01 | i | -0.5
CN1CCN(/N=C/c2ccc(OCc3ccccc3)cc2)CC1 | 0.13 | i | -2.4
O=C(N/N=C/C=C/c1ccccc1[N+](=O)[O-])c1cc(-c2cccnc2)nc2ccccc12 | -0.7 | i | 8.6
CC(C)[C@H](NC(=O)C1CCN(S(=O)(=O)c2ccccc2)CC1)C(=O)NCc1ccncc1 | -0.22 | i | -2.5
O=S(=O)(Nc1ccc(-c2ccc3nncn3n2)cc1)c1cc(F)ccc1F | -0.31 | i | -0.8
Cc1ccc(C(=O)NCc2ccc3c(c2)OCO3)cc1 | -1.7 | i | -3.0
COC(=O)Cc1ccc(NC(=S)NN2CCOCC2)cc1 | 0.25 | i | 0.4
CC(C)c1ccccc1NC(=O)COC(=O)/C=C/c1cccc([N+](=O)[O-])c1 | -0.54 | i | -0.1
COc1ccc(-n2c(CNC(=O)COc3ccc(Cl)cc3Cl)n[nH]c2=S)cc1 | 1.9 | i | -0.5
CCCCC(=O)NC(c1cccs1)c1cc(Cl)c2cccnc2c1O (stereo not given) | -0.83 | i | -3.7
Cc1cccc(NC(=O)CCSc2nncn2C)c1 | -1.4 | i | -3.0
COC(=O)C1=C(N)Oc2cc(C)n(CCN3CCOCC3)c(=O)c2C1c1cccnc1 (stereo not given) | -0.27 | i | -2.0
COc1cccc(C(O)C2OC(=O)c3ccccc32)c1OC (stereo not given) | 0.79 | i | -0.4
CN(C)c1cccc(C(=O)NC2CCCCCC2)c1 | -0.03 | i | -2.7
CC1(C)CC(=O)C(C2=NC(C)(C)Cc3ccccc32)=C(O)C1 | 0.29 | i | 1.8
COc1cc2nc(COc3ccc(C#N)cc3)n(CC#N)c(=O)c2cc1OC | -2.6 | i | -0.4
CC1CCCN(C(=O)C2CCN(Cc3ccc4c(c3)OCO4)CC2)C1 (stereo not given) | -1.3 | i | -0.5
C=CCn1c(C)c(C(C)=O)c(SC)nc1=S | 1.3 | i | 0.3
COc1ccc(OCC(=O)O/N=C(\N)c2ccc(OC)c(OC)c2)cc1 | -0.8 | i | -0.2
COC(=O)c1cccc(-c2ccc(/C=N/N3C(=O)C4C5C=CC(C6CC56)C4C3=O)o2)c1 (stereo not given) | 0.1 | i | 0.4
CN(C)C(CNC(=O)c1ccc(S(=O)(=O)Nc2ccccc2F)cc1)c1ccccc1 (stereo not given) | 0.97 | i | -1.0
Cc1cc(NC(=O)CCC(=O)N(c2ccc(F)cc2)C2(C(=O)NC3CCCCC3)CCCC2)no1 | -1 | i | -0.1
C/C(=N/N=C1/NC(=O)CC(C(=O)O)S1)c1ccccc1 (stereo not given) | 0.87 | i | -2.4
CC(C)OC(=O)c1c2nc3ccccc3nc2n2c1[nH]c(=O)c1ccccc12 | -0.06 | i | -2.1
O=C(O)CCC(=O)NNC(=O)CCC1CCCCC1 | 0.43 | i | 0.1
O=C(C1=C[C@H](C2CCCCC2)C[C@H](OCc2ccc(CO)cc2)O1)N1CCN(Cc2ccc3c(c2)OCO3)CC1 | -0.52 | i | -2.1
COc1ccccc1NC(=O)c1cnc(Nc2ccccc2OC)c2ccccc12 | 1.9 | i | -1.3
CC(=O)c1ccc(N=C2SCCCN2C(=O)C2CCCC2)cc1 | -0.64 | i | 0.3
NC(=O)COc1c(-c2ccccc2)oc2ccccc2c1=O | -1.1 | i | 0.2
CC(C)N(CC(N)=O)c1ncnc2sc(-c3ccccc3)cc12 | 0.89 | i | 2.5
CC1CCCN(S(=O)(=O)c2ccc(C(=O)Nc3nnc(-c4ccccc4Cl)o3)cc2)C1 (stereo not given) | -0.2 | i | -0.5
O=C(COc1ccc2ccc(=O)oc2c1)NC1CCCC1 | -0.9 | i | -1.4
COc1ccc(NC(=O)C(C)N2c3cccc4cccc(c34)S2(=O)=O)cc1OC (stereo not given) | -0.69 | i | -0.2
CCCN1CCC(=O)N([C@H](CSc2ccc(C)cc2)CC(C)C)CC1 | -0.67 | i | x
CCOC(=O)c1sc(NC(=O)CCN2C(=O)c3ccccc3C2=O)c(C(=O)OCC)c1C | -0.87 | i | -0.8
COc1cccc(-n2ccnc2SCC(=O)Nc2nccs2)c1 | 0.82 | i | -0.7
COc1ccccc1N(CC(O)Cn1c(C)nc2ccccc21)S(=O)(=O)c1ccccc1 (stereo not given) | 0.83 | i | 0.6
O=C(Cn1cc[n+](CC(=O)c2ccccc2)c1)c1ccccc1 | -0.04 | i | -1.9

Reformatted with each value named: entries from further up
CC(=O)c1ccc(N=C2SCCCN2C(=O)C2CCCC2)cc1
  Kir21 block: -0.64
  KCNQ2 block: i
  STK33 inh: 0.3

NC(=O)COc1c(-c2ccccc2)oc2ccccc2c1=O
  Kir21 block: -1.1
  KCNQ2 block: i
  STK33 inh: 0.2

CC(C)N(CC(N)=O)c1ncnc2sc(-c3ccccc3)cc12
  Kir21 block: 0.89
  KCNQ2 block: i
  STK33 inh: 2.5

Additional entries follow:
SMILES | Kir21 block | KCNQ2 block | STK33 inh
Cc1cc(NC(=O)C(C)C)ncc1NC(=O)CCc1ccccc1 | -0.09 | i | -2.2
O=C(NCC(c1ccco1)N1CCc2ccccc21)C(=O)Nc1ccccc1 (stereo not given) | -0.24 | i | 0.7
CCCCOC(=O)n1c(=S)oc2cc(Cl)ccc21 | 1.4 | i | -0.3
O=C(NCC1CCCO1)C(=O)N/N=C\c1ccc2c(c1)OCO2 (stereo not given) | -0.6 | i | -1.5
CN1CCN(C(=S)Nc2ccc([N+](=O)[O-])cc2)CC1 | -0.79 | i | -0.5
O=C(CSc1n[nH]c(=O)n1C1CC1)c1ccc2c(c1)OCCO2 | 0.15 | i | -0.2
Cc1cccc(C)c1NC(=O)CSc1nnc(C2CCCCC2)o1 | -0.12 | i | 0.9
CCOC(=O)c1cc(-c2ccc(F)cc2)n(CC(=O)NCc2ccccn2)c1C | -0.58 | i | -2.6
CCCn1c(SCC(=O)Nc2cccc(Cl)c2Cl)n[nH]c1=O | 1.6 | i | -0.8
Cc1cccc(C(=O)NNC(=O)c2c(O)c3ccccc3n(C)c2=O)c1 | -2.4 | i | -0.4
O=c1cc(CSc2nnc(-c3ccco3)o2)c2ccccc2[nH]1 | 1.6 | i | -0.3
COc1ccc(S(=O)(=O)N(C)c2ccc(C(=O)NCCC(C)C)cc2)cc1 | 0 | i | -2.4
Cc1cc(=O)n2[nH]c(-c3cccc(Cl)c3)cc2n1 | 0.08 | i | 1.3
O=c1[nH]c2ccccc2c2cn(-c3ccccc3)nc12 | 1 | i | 0.0
O=C(NC(Cc1c[nH]c2ccccc12)C(=O)O)c1ccco1 (stereo not given) | -4.3 | i | -0.1
COC(=O)c1ccc(NC(=O)NC2CCCCC2)cc1 | -0.05 | i | -1.1
CC(C)(CO)CNC(=O)c1ccc(OC2CCN(C(=O)C3CC3)CC2)cc1 | 0.75 | i | 0.2
Cc1csc2c(N3CCN(C(=O)NC(C)(C)C)CC3)ncnc12 | 0.74 | i | -1.5
C/C(=N\OC(=O)c1ccccc1F)c1nccs1 | 0.65 | i | 0.7
COc1ccc(NC(=O)Cn2cc(C(=O)c3ccco3)c3ccccc32)cc1 | -0.21 | i | 0.9
Cc1ccc(C)c(N2CCN(C(=O)c3ccc4nsnc4c3)CC2)c1 | 1.8 | i | -1.3
O=C(COC(=O)C1(c2ccccc2F)CCCC1)Nc1ncc(C(F)(F)F)cc1Cl | -0.65 | i | 0.5
O=C(CSc1nc2[nH]ncc2c(=O)n1-c1ccccc1Br)NCc1ccccc1Cl | 0.42 | i | -2.1
O=C(O)CC(NC(=O)C(c1ccccc1)c1ccccc1)c1cccc([N+](=O)[O-])c1 (stereo not given) | -1.1 | i | -1.7
CCOc1nc(C)cc(COC)c1C(N)=O | 0 | i | -1.4
CCOc1ccc(N(CC(=O)N2CCOCC2)S(=O)(=O)c2ccc(Cl)cc2)cc1 | 1 | i | 0.4
COc1ccc(Cn2nc(C(=O)O)c3ccccc3c2=O)cc1F | -0.17 | i | -1.9
OCc1nc2ccccc2n1/N=C/c1cccs1 | 0.59 | i | -1.7

4 consecutive compounds already listed, for reference:
SMILES | Kir21 block | KCNQ2 block | STK33 inh
O=C(COC(=O)C1(c2ccccc2F)CCCC1)Nc1ncc(C(F)(F)F)cc1Cl | -0.65 | i | 0.5
O=C(CSc1nc2[nH]ncc2c(=O)n1-c1ccccc1Br)NCc1ccccc1Cl | 0.42 | i | -2.1
O=C(O)CC(NC(=O)C(c1ccccc1)c1ccccc1)c1cccc([N+](=O)[O-])c1 (stereo not given) | -1.1 | i | -1.7
CCOc1nc(C)cc(COC)c1C(N)=O | 0 | i | -1.4
